# Assay outcomes (PubChem)
# PI4K2A block = qHTS for small molecular inhibitors of PI4K2A; purified PI4K2A, ADP-Glo luminescence, 1 h; hits give low values; activity change, negative = inhibition, % at 76.9 µM; 0.13% of 420,000 active; in the data active = activity change below about -50%; inconclusive = mostly about -30% to -49%;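 note: -100% = wells without enzyme as full effect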
#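 ADP-Glo luminescence measured ADP generated by PI4K2A enzyme (4 ug/mL before mixing) with 1.2 mM PI substrate (pre-mix) and 300 microM ATP (pre-mix). Tris pH7.5 buffer with MgCl2, Triton X-100; 1 h reaction at ambient temperature.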
# Pin1 inhibitor = qHTS Assay to Find Inhibitors of Pin1. Peptidyl-prolyl cis-trans isomerase NIMA-interacting 1 (Homo sapiens), Q13526. Pin1 FP peptide displacement, HiFluor488, 10 min. Potency, µM (titrated, usually from 115 µM), for inactives: at the top dose activity, negative = inhibition, actives largely listed as inhibitors. 0.009% of 390,000 active; active = well fitted inhibition curve with a large enough effect in the polarisation, with a control signal flat, not every such curve was filed as active; inconclusive = small, poorly fitted or top-dose-only effect, or effect the other way, or a change in a side signal; inactive = no such curve, though single readings can be large or run the other way; the % refers to the polarisation; note: potency is the fitted concentration of half-maximal effect; % is set by controls: 0 for no effect and ±100 for the full control effect
# Target sequence (Q13526 whole entry, looked up): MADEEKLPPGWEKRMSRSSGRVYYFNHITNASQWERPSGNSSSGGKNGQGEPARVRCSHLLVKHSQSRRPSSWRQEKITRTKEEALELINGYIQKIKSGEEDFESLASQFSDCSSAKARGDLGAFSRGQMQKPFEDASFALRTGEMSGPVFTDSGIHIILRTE
# ERG Ets-DNA blk = qHTS for Small Molecule Inhibitors of the ERG Ets/DNA interaction | fluorescence polarization, His-ERG Ets domain / labelled DNA | 0.028% of 370,000 active | Transcriptional regulator ERG (Homo sapiens), P11308 | Potency, µM (highest dose often 76.9 µM), inactives show top-dose FP activity, negative = inhibition, usual class: inhibitors; active = well fitted inhibition curve with a large enough effect in the polarisation, with a control signal flat; inconclusive = small, poorly fitted or top-dose-only effect, or effect the other way, or a change in a side signal; inactive = no such curve, though single readings can be large or run the other way; the % refers to the polarisation;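 note: polarization taken with two DNA probes labelled with fluorescein and Texas red; potency is the fitted concentration of half-maximal effect; % of control where 0% means no effect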
#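 His-tagged ERG Ets domain (1 uM in the protein solution; 300mM KCl, 50mM Tris-HCl, 1mM EDTA, 1mM DTT, pH 7.5) received compound, then a probe mix of 5 nM fluorescein-DNA and 100nM Texas-615-DNA. Fluorescence polarization was read for both dyes.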
# BAZ2B block = qHTS Assay for Inhibitors of BAZ2B. AlphaScreen BAZ2B-H3K14Ac peptide displacement. Potency, µM (highest dose often 114 µM), inactives show at the top dose activity change, negative = inhibition, hits mostly inhibitors. 4.4% of 360,000 active; note: potency is the fitted concentration of half-maximal effect; % is set by controls: 0 for no effect and ±100 for the full control effect; nearly all actives have a fitted effect of over 60% in size
#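 Multi-concentration screen (max 110 uM) measuring displacement of acetylated histone H3 peptide from BAZ2B by AlphaScreen, using 50 nM protein, 50 nM peptide and 10 ug/mL streptavidin donor plus Ni-chelate acceptor beads.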
# JMJD2A Tudor inh = qHTS Assay for Inhibitors of JMJD2A-Tudor Domain. AlphaScreen JMJD2A-Tudor / H3K4me3 peptide binding. Potency, µM (top dose mostly 114 µM), for the others: top-dose activity change, negative = inhibition, most hits filed as inhibitors. 4.4% of 390,000 active. AID 504339, 2011; note: potency is the fitted concentration of half-maximal effect; % is set by controls: 0 for no effect and ±100 for the full control effect; nearly all actives have a fitted effect of over 50% in size
# Tb PGK inh = qHTS Assay to Find Inhibitors of Phosphoglycerate Kinase | PGK/GAPDH coupled, Kinase-Glo luminescence, 60 min | Phosphoglycerate kinase, glycosomal (Trypanosoma brucei brucei), P07378 | 0.043% of 380,000 active | Potency, µM (titrated, usually from 57.5 µM), for inactives: at the highest dose activity change, negative = inhibition, actives largely listed as inhibitors; note: potency is the fitted concentration of half-maximal effect; % is set by controls: 0 for no effect and ±100 for the full control effect; nearly all actives have a fitted effect of over 60% in size
#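 Recombinant glycosomal PGK reaction used 1,3-bisphosphoglycerate generated in-well by GAPDH (100nM final) in 100mM TEA pH 7.6, 5mM MgCl2, 0.01% Tween-20. After 60 minutes at room temperature, ATP was read by Kinase-Glo Plus luminescence end-point.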
# GLS inhibitor = qHTS for Inhibitors of Glutaminase (GLS). 0.21% of 410,000 active. GLS enzymatic activity, qHTS titration. Potency, µM (series often up to 45.5 µM), for the others: at the highest dose activity change, negative = inhibition, hits mostly inhibitors; note: potency is the fitted concentration of half-maximal effect; % is set by controls: 0 for no effect and ±100 for the full control effect
# Target sequence (O94925 whole entry, looked up): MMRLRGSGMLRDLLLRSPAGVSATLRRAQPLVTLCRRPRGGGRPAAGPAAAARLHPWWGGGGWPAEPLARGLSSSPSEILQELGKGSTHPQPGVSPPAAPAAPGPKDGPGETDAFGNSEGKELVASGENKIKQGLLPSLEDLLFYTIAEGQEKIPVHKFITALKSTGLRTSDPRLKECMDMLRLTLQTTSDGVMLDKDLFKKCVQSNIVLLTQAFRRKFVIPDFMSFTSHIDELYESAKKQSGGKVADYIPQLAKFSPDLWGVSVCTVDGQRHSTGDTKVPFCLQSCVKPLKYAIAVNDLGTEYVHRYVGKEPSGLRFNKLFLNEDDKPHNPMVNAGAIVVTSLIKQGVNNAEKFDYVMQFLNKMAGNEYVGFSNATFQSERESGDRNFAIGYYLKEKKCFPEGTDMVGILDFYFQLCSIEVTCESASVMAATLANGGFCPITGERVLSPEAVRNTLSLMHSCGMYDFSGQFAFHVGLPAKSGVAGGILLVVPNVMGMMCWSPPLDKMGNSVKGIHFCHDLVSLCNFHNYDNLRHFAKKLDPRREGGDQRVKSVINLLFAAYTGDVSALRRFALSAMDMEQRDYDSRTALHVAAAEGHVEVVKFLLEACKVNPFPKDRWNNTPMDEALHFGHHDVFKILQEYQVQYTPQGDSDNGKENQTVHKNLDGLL
#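 Compounds were pin-transferred onto hKGA, after which L-glutamine (1 mM solution) and a detection mix of glutamate oxidase, HRP and Amplex Red were added. Initial and 30 min RT fluorescence reads were collected.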
# G9a block = qHTS Assay for Inhibitors of Histone Lysine Methyltransferase G9a | G9a H3K9 monomethylation, AlphaScreen, 2 h | Potency, µM (highest dose often 102 µM), for the others: at the top dose activity, negative = inhibition, hits mostly inhibitors | 8.8% of 350,000 active | AID 504332, 2011; note: potency is the fitted concentration of half-maximal effect; % is set by controls: 0 for no effect and ±100 for the full control effect; nearly all actives have a fitted effect of over 75% in size
#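 Enzyme 20 nM + cpd, 15 min RT; add b-H3K9 pep 500 nM / SAM 20 uM; 2 h RT; anti-H3K9me1 Ab 0.5 ug/mL + SA donor / anti-rabbit acceptor beads 20 ug/mL each, 10 min; AlphaScreen read.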
# HP1b chromo inh = HTS for Inhibitors of HP1-beta Chromodomain Interactions with Methylated Histone Tails; AID 540317, 2011; 0.56% of 390,000 active; AlphaScreen HP1-beta / biotin-H3K9me3 peptide binding; Potency, µM (doses to about 114 µM), inactives show top-dose activity change, negative = inhibition, hits mostly inhibitors; note: potency is the fitted concentration of half-maximal effect; nearly all actives have a fitted effect of over 70% in size; inactives centre near 23
# Target sequence (P83916 whole entry, looked up): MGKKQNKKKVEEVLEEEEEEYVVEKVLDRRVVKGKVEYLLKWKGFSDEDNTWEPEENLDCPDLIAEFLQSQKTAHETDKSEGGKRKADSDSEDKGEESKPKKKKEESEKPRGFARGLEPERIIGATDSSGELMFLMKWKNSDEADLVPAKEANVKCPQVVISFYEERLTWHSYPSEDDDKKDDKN
#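 Compound inhibition of the preformed complex between 50 nM HP1-beta and 50 nM biotinylated H3K9me3 peptide was read by AlphaScreen. Buffer was PBS pH 7.4 with 0.01% Tween-20. Incubations ran 30 min at room temperature, with 10 ug/mL donor/acceptor beads.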
# * = called active by the depositor; i = inactive; ? = inconclusive; / = no result given; [ ] = remark or other dose. Unless noted, calls come from the whole dose curve; as a rule, active = well fitted curve in the direction sought with a large enough effect; inconclusive = small, poorly fitted or top-dose-only effect, or another doubt; inactive = no such curve, though single readings can be large; an effect the other way counts as inactive or inconclusive.
SMILES,PI4K2A block,Pin1 inhibitor,ERG Ets-DNA blk,BAZ2B block,JMJD2A Tudor inh,Tb PGK inh,GLS inhibitor,G9a block,HP1b chromo inh
C#Cc1ccc([C@@H]2C=C(C(=O)NCc3ccccc3)O[C@H](OCc3ccc(CO)cc3)C2)cc1,-11.7,26.3%,-1.0%,-35.3%,-15.9%,-5.5%,5.7%,?,27.1%
O=P(Cc1ccncc1)(c1ccccc1)c1ccccc1,-0.6,-0.4%,3.0%,13.4%,-10.9%,-9.9%,1.1%,6.1%,26.2%
O=C(COC(=O)CN1C(=O)C2CCCCC2C1=O)Nc1c(Cl)cccc1Cl (stereo unspecified),-6.4,-1.7%,9.9%,5.1%,4.0%,8.3%,-0.8%,2.3%[12.7 µM],44.7%[activator]
CC(C)c1ccc(N2CCN(C(=O)c3ccccc3NC(=O)/C=C\C(=O)O)CC2)cc1,-1.0,-12.7%,2.2%,-35.7%,-33.7%,-6.1%,9.4%,?,33.7%
Cn1c(=O)c2ncn(CC(=O)NCCOCc3ccccc3Cl)c2n(C)c1=O,4.6,2.2%,1.0%,4.2%,-19.9%,-1.4%,-0.6%,-6.8%,19.0%
CCOC(=O)c1cnc2c(C#N)cnn2c1N,0.6,6.0%,-0.8%,?,-6.5%,5.4%,-5.9%,23.6%,25.9%
CCCn1c(SCC(=O)NNC(=O)c2ccc(C)cc2)nnc1C(C)C,2.3,-4.4%,12.4%,-22.8%,-4.2%,-1.5%,-5.6%,-8.8%,24.7%
CCN(CC)S(=O)(=O)c1ccc2c(c1)N(CC(=O)N(C)Cc1ccccc1)C(=O)CO2,2.8,-1.4%,-2.4%,-9.2%,-13.8%,-2.0%,-2.7%,1.4%[59 µM],17.2%
CCOC(=O)C1CCN(C(=O)c2c(C)oc3c2C(=O)c2ccccc2C3=O)CC1,-1.0,8.2%,-23.7%,-14.7%,-13.8%,-5.6%,-9.1%,50.1µM*,23.7%
COc1ccc(NC(=O)CCC(=O)N(Cc2ccc(OC)c(OC)c2)c2nccs2)c(OC)c1,-2.5,-8.7%,4.7%,-22.5%,-15.7%,i,0.0%,-1.3%,33.1%
CCC(=O)N1c2ccc(S(=O)(=O)NCc3ccccc3)cc2CC1C (stereo unspecified),-3.0,-0.9%,0.4%,-3.6%,-10.1%,-8.1%,7.6%,11.6%[59 µM],22.0%
CC(=O)Nc1ccc(N2C(=O)CC(N3CCSCC3)C2=O)cc1 (stereo unspecified),-4.6,-3.6%,-12.7%,-20.4%,-5.2%,-0.5%,2.2%,?,9.5%
Cc1ncc([N+](=O)[O-])n1CC(=O)Nc1ccccc1F,-7.8,2.6%,1.6%,8.9%,-15.0%,-0.3%,7.8%,/,6.5%
CCC(=O)N1CCc2cc(S(=O)(=O)CCC(=O)NCc3ccco3)ccc21,-0.7,-0.5%,0.5%,-15.3%,-6.9%,7.7%,6.7%,-46.9%,25.0%
N#CCC(=O)Nc1ccc(C(=O)OCC(=O)C23CC4CC(CC(C4)C2)C3)cc1,-6.0,35.5%[activator],1.0%,7.1%,-27.4%,i,1.7%,-5.0%,-5.7%
CCOc1ccccc1C(=O)NCC(=O)NCCSc1ccc(Br)cc1,-0.5,-0.9%,-2.2%,/,-1.4%,6.6%,17.8%,/,12.2%
COCCn1c(SCC(=O)Nc2cccc(S(N)(=O)=O)c2)nc2cc(Cl)ccc2c1=O,4.0,-4.4%,7.5%,-3.4%,20µM*,-4.7%,?,2.9%,-16.8%
COc1ccc(-n2ncc3c2CC(C)(C)CC3NC(=O)CCc2c(C)nn(C)c2C)cc1 (stereo unspecified),-20.8,-4.1%,3.3%,-12.8%,-1.5%,8.7%,-6.1%,22.3%,53.7%[activator]
COc1cccc(-c2ccc3ncnc(NCc4ccc5c(c4)OCO5)c3c2)c1,-6.8,?,/,-38.0%,-35.5%,i,3.9%,-4.1%[12.7 µM],-10.2%
COc1ccc([C@H]2CC(=O)C=C(c3ccc(Cl)cc3C)C2)cc1,-2.0,1.4%,-1.6%,11.1%,31.4%,-0.7%,0.4%,17.4%[2.33 µM],95.6%[activator]
CC(=O)c1c(N2CCN(Cc3ccccc3)CC2)[nH]c(-c2ccccc2)nc1=S,2.0,?,-7.0%,?,?,-8.3%,/,70.8µM*,13.7%
O=C(CC1SC(=Nc2ccc(OC(F)F)cc2)N(CCC2=CCCCC2)C1=O)Nc1ccccc1F (stereo unspecified),3.3,12.7%,-5.1%,3.5%,-22.8%,-13.5%,-2.7%,-6.5%[59 µM],22.8%
CCOC(=O)C[n+]1ccc2c([nH]c3ccccc32)c1C,-1.1,?,-2.5%,12.0%,2.9%,i,-4.6%,-7.8%[0.501 µM],67.7%[activator]
CN(C)S(=O)(=O)c1ccc(NC(=O)c2ccc(Br)o2)cc1,3.1,6.3%,-2.2%,0.6%,-13.2%,-8.9%,-0.1%,?,30.7%[activator]
CN(C)c1ccc(C(=O)c2ccccc2)cc1,0.4,-12.0%,-8.3%,6.5%,-7.2%,0.4%,4.8%,1.2%[59 µM],35.3%[activator]
Cc1ccc(Nc2ccc([N+](=O)[O-])cn2)cc1Cl,-3.4,17.0%,-0.9%,-11.9%,-16.8%,6.0%,12.0%,14.3%,24.0%
CC(C)N(C(=O)[C@H]1C[C@H](CC(=O)NCCCN(C)C)C(=O)N2CCc3c([nH]c4cc(CCC(=O)N(C)C)ccc34)[C@]12C)C(C)C,-1.4,0.4%,16.5%,/,-8.0%,3.6%,20.4%,/,13.2%
C=CCn1c(-c2ccc(OC)cc2)nc2ccccc21,0.0,-4.2%,1.6%,-12.6%,6.1%,6.9%,0.7%,-1.1%[12.7 µM],33.8%
Cc1cc(C)c(S(=O)(=O)Nc2ccccc2)c(C)c1,-3.1,-18.5%,-11.8%,/,-9.7%,i,-1.3%,/,21.0%
CCOC(=O)c1sc2nc(C)nc(SCC(=O)NC3CCS(=O)(=O)C3)c2c1C (stereo unspecified),-1.3,12.2%,1.8%,23.6%,-33.1%,i,-4.9%,-40.7%,56.3%[activator]
O=C(CSc1nnc(-c2ccncc2)n1-c1ccc(F)cc1)NNC(=O)c1cccc(O)c1,0.9,1.1%,5.3%,-0.6%,-7.3%,-7.7%,44.9%[activator],11.3%[59 µM],4.3%
COc1ccc(C2Nc3ccccc3C(=O)N2c2ccc(F)cc2)cc1Cn1nnc2ccccc21 (stereo unspecified),-2.5,21.7%,11.4%,7.3%,5.2%,-10.0%,-21.1%,27.8%[59 µM],28.6%
COc1cccc(-c2nnc(NC(=O)c3cccs3)s2)c1,0.3,0.8%,1.1%,-9.2%,-9.2%,-6.9%,0.0%,14.3%[59 µM],27.2%
Cc1ccc(S(=O)(=O)N(C)C)cc1NC(=O)C(C)OC(=O)C1CCCCC1 (stereo unspecified),-3.0,1.0%,4.8%,/,-4.1%,-0.9%,-3.5%,/,26.1%
COc1ccc(OCC(=O)Nc2cc(-c3cccc(Cl)c3)nn2-c2ccccc2)cc1,4.6,-1.2%,-4.4%,1.5%,-1.3%,i,-0.5%,6.3%[59 µM],19.3%[57 µM]
Cc1nn(-c2ccccn2)c2c1C(c1ccsc1)C1=C(CCCC1=O)N2 (stereo unspecified),-2.9,10.2%,4.7%,-36.2%,-23.8%,1.4%,19.6%,?,16.5%
Cc1ccc2c(c1)-c1c(ssc1=S)C(C)(C)N2C(=O)CSC1=NCCS1,-2.5,-0.5%,-10.4%,8.91µM*,5.01µM*,-1.0%,0.6%,?,?
O=C(c1ccc(N2CCCC2=O)cc1)N1CCN(c2ccc(Cl)cc2)CC1,4.8,-1.7%,-8.3%,-12.9%,-11.2%,-4.4%,1.7%,-10.8%,21.8%
Cc1ccc(/C=C2\SC(=S)N(CC3CCCO3)C2=O)o1 (stereo unspecified),-6.2,?,28.3%,31.6µM*,35.5µM*,-3.7%,?,5.62µM*,31.6µM*
COCn1c(-c2ccccc2)nc2ccccc21,-0.5,1.7%,-9.1%,-3.4%,-1.5%,9.8%,2.3%,-9.9%,42.1%[activator]
Brc1cnc(N2CCCCC2)nc1N1CCOCC1,-2.2,-0.5%,-0.1%,5.5%,20.7%,-1.3%,-10.7%,34.6%[59 µM],61.6%
Cc1noc(C)c1COc1ccc(C(=O)OCC(=O)N2CC3(C)CC2CC(C)(C)C3)cc1 (stereo unspecified),1.5,-3.5%,-3.0%,-8.2%,-19.2%,-1.3%,7.5%,10.1%[12.7 µM],7.9%
C/C(=N\NC(=O)c1ccccc1C)c1cccc([N+](=O)[O-])c1,9.8,-5.9%,8.2%,-18.2%,-6.8%,-3.2%,-0.3%,-1.1%[59 µM],9.0%
